TRHR enhancer: allosteric enhancers of human TRH receptor. P34981. TRHR cells, fluo-8 calcium fluorescence, EC20 TRH enhancement. enhancement, % at 2 µM. hit rate 0.66% among 360,000; in the data active = enhancement above about 30%; also: 0% is about no effect
Target sequence (P34981 whole entry, looked up): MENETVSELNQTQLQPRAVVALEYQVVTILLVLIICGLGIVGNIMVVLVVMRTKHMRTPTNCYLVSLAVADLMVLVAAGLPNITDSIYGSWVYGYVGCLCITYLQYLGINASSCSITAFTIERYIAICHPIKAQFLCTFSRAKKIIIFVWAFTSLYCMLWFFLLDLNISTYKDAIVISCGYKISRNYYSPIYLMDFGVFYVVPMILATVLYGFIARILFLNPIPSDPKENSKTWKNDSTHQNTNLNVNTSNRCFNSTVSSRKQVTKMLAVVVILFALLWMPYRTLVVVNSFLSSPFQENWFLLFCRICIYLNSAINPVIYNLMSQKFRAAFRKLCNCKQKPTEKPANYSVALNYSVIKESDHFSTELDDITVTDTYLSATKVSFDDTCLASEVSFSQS
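TRHR-expressing cells loaded with fluo-8 calcium dye were read kinetically (ex 480/em 530) during compound addition, then stimulated with an EC20 of TRH (10 nM final). Enhancement of the Gq-mediated intracellular calcium response was scored.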
TRHR ag: activates the human TRH receptor; P34981; TRHR cells, calcium flux fluo-8, FDSS agonist mode; activation, % at 2 µM; hit rate 0.18% among 360,000; in the data active = activation above about 30%; also: 0% is about no effect
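Agonist-mode FDSS calcium read (Ex 480/Em 530, 1 s cycles) in 1536-well TRHR cells with fluo-8 dye, after 10-cycle baseline and 23 nL compound addition; TRH at EC20 (10 nM final) added afterwards for the enhancer phase.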
Anesthetic bind: binds horse apoferritin like a general anesthetic; P02791; Potency, µM (highest dose often 77.5 µM), without a hit: top-dose activity change, negative = displacement, most hits filed as inhibitors; apoferritin/1-aminoanthracene competitive binding, fluorescence; hit rate 0.074% among 350,000; also: potency is read from the fitted curve at half-maximal effect; % is scaled to controls: 0 for no effect and ±100 for the full control effect; nearly all actives have a fitted effect of over 20% in size
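Probe: 1-aminoanthracene (50% saturated, PBS). Protein: horse-spleen apoferritin, 10 uM. Incubation: 10 min, room temperature. Detection: 380 nm excitation, 535 nm emission. Analysis: normalized response, four-parameter Hill.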
D2 potentiator: positive allosteric modulators of human D2 dopamine receptor; hit rate 0.34% among 340,000; P14416; potentiation, % at 10 µM; HEK293 T-REx D2, calcium flux, EC20 dopamine potentiation;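 active = potentiation over 3 SD above the plate norm, cut at about 30% in these data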; also: 0% is about no effect
Target sequence (P14416 whole entry, looked up): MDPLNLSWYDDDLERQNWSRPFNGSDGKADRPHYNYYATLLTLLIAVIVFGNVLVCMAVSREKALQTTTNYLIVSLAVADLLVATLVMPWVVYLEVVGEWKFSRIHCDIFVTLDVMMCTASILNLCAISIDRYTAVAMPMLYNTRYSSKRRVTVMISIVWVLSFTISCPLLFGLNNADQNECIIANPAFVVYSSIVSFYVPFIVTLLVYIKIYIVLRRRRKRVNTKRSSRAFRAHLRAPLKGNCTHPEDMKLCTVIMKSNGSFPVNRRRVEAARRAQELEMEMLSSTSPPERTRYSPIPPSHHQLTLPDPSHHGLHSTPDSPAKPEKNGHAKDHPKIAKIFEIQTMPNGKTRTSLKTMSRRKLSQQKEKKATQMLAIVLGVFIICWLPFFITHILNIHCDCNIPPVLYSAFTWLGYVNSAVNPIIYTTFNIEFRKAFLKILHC
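Tetracycline-induced Hek293 Trex D2 cells, force-coupled to calcium, loaded with no-wash calcium dye. Compound added with 180 s kinetic read for agonism, then EC20 dopamine and a further 180 s read for potentiation.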
RXFP1 antagonist: blocks the human relaxin receptor RXFP1; HEK293-RXFP1, relaxin-stimulated cAMP HTRF, 30 min; active compounds read low; AID 1259400; hit rate 0.59% among 350,000; activity change, negative = inhibition, % at 57.5 µM;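 active = activity change of -60% or lower, but not beyond a set lower limit; inconclusive = change between -60% and -40%, or beyond the set limit; inactive = change above -40%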; also: % is scaled to controls: 0 for no effect and ±100 for the full control effect
D1 agonist: human D1 receptor agonism; P21728; HEK293 T-REx D1 cells, calcium flux, agonist mode; activation, % at 2 µM; hit rate 1% among 360,000; AID 504660; in the data active = activation above about 30%; also: 0% is about no effect
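Tetracycline-induced HEK293 TREx D1 cells, force-coupled to calcium signalling, were dye-loaded with a no-wash calcium kit. Compound was pin-added after a 10 s baseline. Fluorescence was read kinetically at 1 cycle/s for 180 s, with calcium rises flagged as agonism.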
RXFP1 agonist: activates the human relaxin receptor RXFP1 | Q9HBX9 | HEK293T-RXFP1 cAMP TR-FRET, 30 min; response scale: percent of porcine relaxin response, buffer zero | Potency, µM (top dose mostly 57.5 µM), without a hit: at the highest dose activation, usual class: activators | hit rate 0.3% among 370,000; also: potency is read from the fitted curve at half-maximal effect; % is scaled to controls: 0 for no effect and ±100 for the full control effect; nearly all actives have a fitted effect of over 60% in size; many of its hits are not listed in these tables
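HEK293T cells stably expressing RXFP1 were pretreated with the PDE4 inhibitor Ro 20174, exposed to compounds for 30 min at 37C, lysed, and cAMP was read by TR-FRET. Data normalized to buffer (basal) and 29 nM porcine relaxin (100%).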
D1 PAM: enhances dopamine response at the human D1 receptor. AID 504651. P21728. hit rate 0.036% among 360,000. potentiation, % at 10 µM. HEK293 TREx D1 cells, calcium flux, dopamine EC20 potentiation; in the data active = potentiation above about 30%; also: 0% is about no effect
D1 antag: blocks dopamine activation of the human D1 receptor; P21728; HEK293 TREx D1 cells, calcium flux, dopamine EC80; active compounds read low; activity change, negative = inhibition, % at 10 µM; hit rate 3.2% among 360,000; in the data active = activity change below about -30%; also: % is scaled to controls: 0 for no effect and ±100 for the full control effect
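Antagonism measured as reduced calcium response to an EC80 dopamine addition following 180 s compound pre-read; cells were inducible HEK293 Trex D1 plated overnight at 30 C, read kinetically at 1 cycle/sec.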
The depositor's hits bear a star; ? = inconclusive; . = not tested or not shown; & = joins results of further samples; [ ] = remark or other dose. Unless noted, calls follow the shape of the dose curve; as a rule, active = well fitted curve in the direction sought with a large enough effect; inconclusive = small, poorly fitted or top-dose-only effect, or another doubt; inactive = no such curve, though single readings can be large; an effect the other way counts as inactive or inconclusive. Some of the compounds tested; rates above refer to the full screens.

1) CCCCn1c(-c2cccc(C)c2)nc2cc3[nH]c(=O)c(C(C)C)nc3cc21
2) Cc1ccc(-n2nnc3c(=O)n(CC(=O)N4CCOCC4)cnc32)cc1
3) O=C(CCN1C(=O)C2CC=CCC2C1=O)Nc1cccc(S(=O)(=O)N2CCCCC2)c1 (stereo unspecified)
4) CC1CN(c2nc3ccccc3nc2C(C#N)C(=O)NC2CCCCC2)CC(C)O1 (stereo unspecified)
5) CC1CCN(C(=O)CSc2nc3ccccc3c(=O)[nH]2)CC1
6) Cc1ccc(Cl)cc1N1CCN(C(=O)C2CCN(S(C)(=O)=O)CC2)CC1
7) CN(C)NC(=S)NC1(C)CCS(=O)(=O)C1 (stereo unspecified)
8) COc1ccc(OC)c(NS(=O)(=O)c2ccc3c(c2)CCCN3C(=O)C2CCC2)c1

Compound	1	2	3	4	5	6	7	8
TRHR enhancer	2	0	0	-1	-9	0	-3	-1
TRHR ag	-0.2	0.6	-0.8	-1.4	-0.3	-0.7	0.6	-0.3
Anesthetic bind	2%	1%	.	-15%	-16%	-9%	1%	-9%
D2 potentiator	1	-9	-3	3	16	3	-8	10
RXFP1 antagonist	.	-3	8	.	9	-5	17	-11
D1 agonist	3	-3	0	7	2	11	0	2
RXFP1 agonist	1.5%	-0.1%	2.9%	-0.3%	0.9%	-2.6%	2.2%	1.2%
D1 PAM	-13	1	-4	4	0	-7	0	-4
D1 antag	-8	5	-11	8	-6	10	12	-6

9) CCCOc1ccc(-c2c(C(=O)N/N=C(\C)c3ccncc3)nnn2-c2nonc2N)cc1
10) CCCCn1c(-c2csc(CCC)c2)n[nH]c1=S
11) O=C(O)CCC(=O)Nc1ccc(-c2nnc(-c3ccco3)o2)cc1
12) CN(C)S(=O)(=O)c1ccc(N2CCCC2)c(C(=O)Nc2nc(-c3ccc(F)c(F)c3)cs2)c1
13) NC(=O)CC(NC(=O)c1cccc(Br)c1)c1ccc(N2CCCCCC2)c([N+](=O)[O-])c1 (stereo unspecified)
14) O=S(=O)(c1ccc2ccccc2c1)N1CCNCC1
15) CCN(C(=O)COC(=O)c1cccs1)c1c(N)n(Cc2ccccc2)c(=O)[nH]c1=O
16) COc1ccc(-c2cc(C(F)(F)F)n3ncc(C(=O)NCC4CCCO4)c3n2)cc1OC (stereo unspecified)

Compound	9	10	11	12	13	14	15	16
TRHR enhancer	-2	-5	1	-2	10	5	-2	6
TRHR ag	3.0	-2.5	0.0	0.6	0.1	-0.2	0.4	0.1
Anesthetic bind	?	?	-4%	-6%	?	-12%	.	-8%
D2 potentiator	-3	6	-12	-4	5	-8	-5	1
RXFP1 antagonist	?	5	.	-1	.	3	-9	4
D1 agonist	-1	57*	3	4	1	0	1	1
RXFP1 agonist	0.0%	0.2%	3.7%	0.9%	-2.6%	0.4%	-0.6%	15%
D1 PAM	-1	-3	-7	-5	4	-7	-9	-8
D1 antag	2	-13	-15	-2	8	8	7	-16

17) Cc1ccc(C(=O)/C=C/c2c[nH]c3ccccc23)cc1
18) O=C(CCN1C(=O)/C(=C/c2ccc(F)cc2)SC1=S)NCCCn1ccnc1
19) O=C(CCN1CCN(CCO)CC1)Nc1ccc(OCc2ccccc2)cc1
20) Nn1c(SCC(=O)NC2CCCCC2)nnc1-c1ccccc1F
21) COC(=O)C1=C(COc2ccccc2)NC(=O)NC1c1ccc(Br)cc1 (stereo unspecified)
22) N#Cc1ccccc1Cn1cc(/C=C/[N+](=O)[O-])c2ccccc21
23) COc1cnc(-c2ccccn2)nc1Oc1ccccc1
24) COCc1nc2ccccc2n1CCOc1ccccc1OC

Compound	17	18	19	20	21	22	23	24
TRHR enhancer	7	1	2	5	-7	1	4	-4
TRHR ag	4.4	0.0	0.7	0.0	3.1	1.8	-0.8	0.0
Anesthetic bind	-14%	-19%	?	.	?	-7%	-9%	-9%
D2 potentiator	5	12	15	11	0	2	2	-9
RXFP1 antagonist	7	2	-1	2	.	-65*	-22	-6
D1 agonist	8	3	2	0	0	1	1	4
RXFP1 agonist	2.0%	-0.3%	0.2%	-1.6%	-1.5%	0.7%	4.7%	-0.5%
D1 PAM	-2	-1	-7	-1	5	0	6	1
D1 antag	-12	-25	-9	6	44	1	8	-12

Ordered by length of the SMILES (smallest number first): part of the list above
24) COCc1nc2ccccc2n1CCOc1ccccc1OC
17) Cc1ccc(C(=O)/C=C/c2c[nH]c3ccccc23)cc1
21) COC(=O)C1=C(COc2ccccc2)NC(=O)NC1c1ccc(Br)cc1 (stereo unspecified)

Compound	24	17	21
TRHR enhancer	-4	7	-7
TRHR ag	0.0	4.4	3.1
Anesthetic bind	-9%	-14%	?
D2 potentiator	-9	5	0
RXFP1 antagonist	-6	7	.
D1 agonist	4	8	0
RXFP1 agonist	-0.5%	2.0%	-1.5%
D1 PAM	1	-2	5
D1 antag	-12	-12	44

Carrying on.
25) N#Cc1ccc(C(=O)Nc2cccc3cccnc23)c(F)c1
26) CC(NC(=O)c1ccccc1SCC(=O)N1CCCC1)c1ccccc1 (stereo unspecified)
27) Cc1cccc(NC(=O)C2CCN(C(=O)c3ccc(F)cc3)CC2)n1
28) COc1ccc(COc2cc(-c3cccc(OC)c3)nc3ccc(NC(=O)c4ccccc4)cc23)cc1
29) Cc1c(Cl)cccc1NC(=O)CSCC(N)=O
30) COc1ccc(CCNC(=O)C23CN(Cc4ccccc4)CC2C(c2cccc([N+](=O)[O-])c2)=NO3)cc1 (stereo unspecified)
31) Cc1ccc2c(=O)cc(C(=O)Nc3nnc(C)s3)oc2c1
32) CCC(c1nnc(SCC(=O)Nc2nnc(-c3ccccc3)o2)n1Cc1ccccc1)N(C)C (stereo unspecified)

Compound	25	26	27	28	29	30	31	32
TRHR enhancer	0	-1	-1	-4	-2	0	1	-2
TRHR ag	1.0	-0.3	0.4	0.6	0.5	0.2	-0.8	0.7
Anesthetic bind	-1%	.	.	-1%&-2%	-6%	-8%	3%	-7%
D2 potentiator	3	15	-6	-5	-8	-6	2	-4
RXFP1 antagonist	-8	1	3	.	3	.	-8	0
D1 agonist	1	2	2	5	3	3	0	2
RXFP1 agonist	-1.3%	0.8%	0.3%	3.1%	0.0%	3.0%	1.6%	1.8%
D1 PAM	0	5	2	-4	6	0	-1	-7
D1 antag	-1	3	-1	-3	-5	21	5	-26

33) COc1ccc(C(=O)/C=C/c2ccc(O)cc2)cc1
34) Cc1ccc2nc(C)cc(C(=O)OCC(=O)Nc3cccnc3Cl)c2c1
35) COc1ccc(C2=NOC(Cn3nc(C(=O)NCc4ccc5c(c4)OCO5)cc3-c3ccccc3)C2)cc1 (stereo unspecified)
36) O=C(N/N=C/c1cccnc1)c1cc(-c2cccs2)nc2ccccc12
37) CCN1C(=O)[C@H]2[C@@H](c3ccc(C)cc3)N3C(=O)N(c4cccc(Cl)c4)C(=O)[C@@]3(CC(C)C)[C@H]2C1=O
38) Cc1c(NC(=O)COC(=O)c2ccc(S(=O)(=O)N3CCOCC3)cc2)c(=O)n(-c2ccccc2)n1C
39) O=C1CCCN1CCCNC(=S)Nc1ccccc1
40) CSc1n[nH]c(-c2ccc(C(F)(F)F)cc2)n1
41) O=C1CC(O)(c2ccccc2)C(c2ccccc2)=C1c1ccccc1 (stereo unspecified)
42) CCN(CC)c1cc2c(cc1F)c(=O)c(S(=O)(=O)c1ccc(OC)cc1)cn2Cc1ccccc1

Compound	33	34	35	36	37	38	39	40	41	42
TRHR enhancer	-2	-1	9	1	-5	4	4	0	-4	3
TRHR ag	2.5	0.1	0.3	0.4	0.8	0.2	0.3	-0.7	0.3	-0.7
Anesthetic bind	-4%	-15%	.	46%[activator]	.	-6%	11%	-1%	-7%	56%[activator]
D2 potentiator	9	.	0	12	-11	-2	-1	.	-5	.
RXFP1 antagonist	7	-7	.	21	.	-21	-12	-20	-14	-16
D1 agonist	1	6	9	-1	5	1	5	2	-1	11
RXFP1 agonist	-0.9%	3.7%	0.5%	1.4%	0.3%	0.5%	-1.2%	4.1%	-0.1%	1.0%
D1 PAM	-5	-1	-10	-3	-8	-1	-3	-2	-5	-1
D1 antag	-23	5	-34*	-12	16	8	-38*	-4	-4	6

Compounds from the list above that contain a CF3 group (two):
16) COc1ccc(-c2cc(C(F)(F)F)n3ncc(C(=O)NCC4CCCO4)c3n2)cc1OC (stereo unspecified)
40) CSc1n[nH]c(-c2ccc(C(F)(F)F)cc2)n1

Compound	16	40
TRHR enhancer	6	0
TRHR ag	0.1	-0.7
Anesthetic bind	-8%	-1%
D2 potentiator	1	.
RXFP1 antagonist	4	-20
D1 agonist	1	2
RXFP1 agonist	15%	4.1%
D1 PAM	-8	-2
D1 antag	-16	-4

Random excerpt: 2 compounds from above.
10) CCCCn1c(-c2csc(CCC)c2)n[nH]c1=S
7) CN(C)NC(=S)NC1(C)CCS(=O)(=O)C1 (stereo unspecified)

Compound	10	7
TRHR enhancer	-5	-3
TRHR ag	-2.5	0.6
Anesthetic bind	?	1%
D2 potentiator	6	-8
RXFP1 antagonist	5	17
D1 agonist	57*	0
RXFP1 agonist	0.2%	2.2%
D1 PAM	-3	0
D1 antag	-13	12

Assay outcomes: PubChem BioAssay, National Center for Advancing Translational Sciences (NCATS)
